Source: PubChem (several laboratories)
PP1 counter = blocks human PP1-alpha phosphatase, a PP5 counter-screen; 0.9% of 320,000 active; purified PP1alpha, OMFP fluorescence; P62136; inhibition, % at 6.7 µM;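 active = inhibition above the mean inhibition of all tested compounds plus 3 SD, computed separately for each screening campaign, cut at about 15% in these data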
procasp3 activ = activators of human procaspase-3. activation, % at 8.5 µM. AID 463141. P42574. 0.11% of 330,000 active. recombinant procaspase-3 D3A, Ac-DEVD-pNA absorbance 405 nm;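 active = activation above the mean of all tested compounds plus 3 SD, cut at about 21% in these data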;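 also: 0% = DMSO alone and 100% = DMSO wells spiked with extra 5 µM PC-3 D3A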
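Assay system – Procaspase-3 D3A mutant, all three cleavage aspartates alanine · Controls – DMSO-only low control, 5 µM PC-3 D3A high control · Schedule – 1 h compound preincubation, 2 h substrate hydrolysis at 25 °C · Signal – 405 nm absorbance of p-nitroaniline, reads at 0 and 120 min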
JMJD2C inh = blocks human GASC-1 demethylase activity; Q9H3R0; GST-JMJD2C(1-420) H3K9me3 demethylation, DELFIA europium; inhibition, % at 2.35 µM; 0.069% of 330,000 active;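 active = more than half of a compound's replicate wells show inhibition beyond 50%, single wells judged on their own value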;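 also: signal counts dimethyl H3K9 product captured on neutravidin plate; 0% = median of DMSO wells and 100% = 0.3 times that DMSO median; strong numbers were not always called active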
Target sequence (Q9H3R0 1-420 limits assumed): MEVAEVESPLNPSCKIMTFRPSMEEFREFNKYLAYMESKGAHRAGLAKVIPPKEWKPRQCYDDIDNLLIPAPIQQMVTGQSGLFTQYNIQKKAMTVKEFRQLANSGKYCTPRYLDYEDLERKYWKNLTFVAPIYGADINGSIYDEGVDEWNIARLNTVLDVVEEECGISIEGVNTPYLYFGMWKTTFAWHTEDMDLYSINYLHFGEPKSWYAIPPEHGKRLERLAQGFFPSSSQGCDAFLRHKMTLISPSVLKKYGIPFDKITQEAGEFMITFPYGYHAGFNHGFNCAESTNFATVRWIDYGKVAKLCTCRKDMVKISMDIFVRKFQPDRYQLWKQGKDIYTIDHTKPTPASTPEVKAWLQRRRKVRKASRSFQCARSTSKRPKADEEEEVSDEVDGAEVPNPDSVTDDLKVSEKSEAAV
Fh CTSL1 inh = cathepsin L1 inhibition, PFM18AAP counter-screen; recombinant F. hepatica cathepsin L1, Z-Leu-Arg-MCA fluorescence; inhibition, % at 5.96 µM; 0.49% of 300,000 active; AID 1906;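 active = inhibition above the mean of all tested compounds plus 3 SD, set per screening campaign, cut at about 17% in these data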;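 also: 0% = plate median of test compound wells and 100% = 1 µM Z-Phe-Ala-diazomethylketone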
PP5 primary = blocks human protein phosphatase 5 activity; P53041; purified PP5c, OMFP substrate fluorescence; inhibition, % at 6.7 µM; 0.18% of 320,000 active; AID 1987;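 active = inhibition above the campaign's mean inhibition across all tested compounds plus 3 SD, cut at about 9.5% in these data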;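 also: 0% = DMSO only and 100% = 100 µM cantharidin control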
Target sequence (P53041 whole entry, looked up): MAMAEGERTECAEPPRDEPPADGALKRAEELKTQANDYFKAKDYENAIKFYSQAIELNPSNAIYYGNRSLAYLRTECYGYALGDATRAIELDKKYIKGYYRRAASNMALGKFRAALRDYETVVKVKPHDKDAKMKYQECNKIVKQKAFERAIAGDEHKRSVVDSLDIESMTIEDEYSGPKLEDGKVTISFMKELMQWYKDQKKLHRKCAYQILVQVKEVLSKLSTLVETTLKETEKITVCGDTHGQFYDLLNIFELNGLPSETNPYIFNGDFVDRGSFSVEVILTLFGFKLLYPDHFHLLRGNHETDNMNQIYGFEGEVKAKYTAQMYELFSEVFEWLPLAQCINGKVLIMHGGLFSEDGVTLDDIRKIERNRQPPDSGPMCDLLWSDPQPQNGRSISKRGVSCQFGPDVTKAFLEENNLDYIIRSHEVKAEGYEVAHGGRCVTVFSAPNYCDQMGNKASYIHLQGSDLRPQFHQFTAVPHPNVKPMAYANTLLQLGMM
Efflux pump inh = blocks antifungal efflux pumps in multiplex yeast assay; AID 485275; S. cerevisiae Candida pump triplex, Nile Red efflux; inhibition, % at 10 µM; 0.44% of 330,000 active;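 active = plate passing quality check with inhibition over a set limit, or well fluorescence over plate mean plus 4 SD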;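 also: Nile Red retained in pooled yeast measured as flow cytometry median fluorescence; 0% = buffer negative control and 100% = Enniatin B positive control; higher means more Nile Red kept so more efflux inhibition; some compounds called inactive have numbers as strong as hits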
core dimer inh = HCV core protein dimerization inhibition | TR-FRET GST/Flag-core106 dimerization, 1536-well | inhibition, % at 5 µM | 0.33% of 300,000 active;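 active = inhibition above the mean of all tested compounds plus 3 SD, set per screening campaign, cut at about 45% in these data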
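Test system: GST/Flag-tagged HCV core106 proteins; Medium: KF-containing HEPES buffer, pH 7.45, DTT, CHAPS, BSA; Times: compound-protein-antibody incubation 4 h at 22.5 °C; Detection: TR-FRET 671 and 617 nm emission; Benchmarks: wells lacking GST-core106 and wells with excess unlabelled core106.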
TPT1 inh = blocks Candida albicans tRNA 2'-phosphotransferase. recombinant caTPT1, FP RNA substrate dephosphorylation. 0.81% of 300,000 active. inhibition, % at 5 µM;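 active = inhibition above the mean of all tested compounds plus 3 SD, set per screening campaign, cut at about 24% in these data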;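 also: plate controls were DMSO alone for no effect and ferristatin control at 100 nM for full effect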
procasp7 counter = counter-screen: procaspase-7 (human) activation. recombinant procaspase-7, Ac-DEVD-pNA absorbance 405 nm; D23A/D198A/D206A triple mutant, cannot self-cleave; scale: DMSO 0, 5 µM enzyme 100. activation, % at 8.5 µM. 0.093% of 330,000 active;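 active = percent activation above the screen-wide mean plus 3 SD, cut at about 25% in these data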
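Test system: Procaspase-7 triple mutant (PC-7 D3A). Also added: Ac-DEVD-pNA substrate, 400 µM as added. Schedule: 1 h enzyme–compound preincubation and 2 h substrate reaction, both 25 °C. Signal: p-Nitroaniline absorbance at 405 nm, read at 0 and 120 min. Control set: low DMSO alone, high DMSO plus 5 µM PC-7.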
Numbers without * were called inactive; x = no result given. Hits appear at their usual frequency; overall some 2.9% were active at least once.

1) O=C(NCc1ccco1)c1cc(-c2ccccn2)nc2ccccc12
2) COC(=O)c1cccc(NC(=O)COC(=O)CSc2nc(C)cc(C)n2)c1
3) Cc1ccccc1Nc1nnc(SCC(=O)NC2CCCc3ccccc32)s1 (configuration not stated)
4) CC(C)NC(=O)CN1CCN(Cc2nc(C(c3ccccc3)c3ccccc3)no2)CC1
5) COc1ccc(CN2CCN(C(=O)c3cccc(OC)c3OC)CC2)cc1OC
6) Cn1c(SCc2nc(-c3ccc(Cl)cc3)no2)nnc1-c1ccccc1

Screen / compound no.,1,2,3,4,5,6
PP1 counter,-1,-4,-1,0,-2,-3
procasp3 activ,1,4,0,-1,-3,7
JMJD2C inh,8,4,17,5,8,2
Fh CTSL1 inh,1,-9,-2,-4,3,-3
PP5 primary,0.0,-3.1,0.7,-1.3,-2.0,3.4
Efflux pump inh,-0.1,-0.1,-0.7,0.0,0.1,0.1
core dimer inh,-3,-1,7,-1,-2,3
TPT1 inh,-4,2,0,0,1,3
procasp7 counter,-12,0,-5,2,7,4

7) CCOC(=O)c1cnn2c1[nH]c(=O)c1ccccc12
8) Nc1nc(CSC(=S)N2CCN(c3ccccc3)CC2)nc(Nc2ccccc2)n1
9) CC(=NNC(=O)c1cccc(S(=O)(=O)N2CCCC2)c1)c1ccccc1
10) O=C(Cn1ccc(NC(=O)OCc2ccccc2)nc1=O)NCc1ccc2[nH]ccc2c1
11) COc1ccc(OCC(=O)Nc2nccs2)cc1
12) O=C(Nc1ccc(F)cc1F)N1CCCCC1c1cccnc1 (configuration not stated)

Screen / compound no.,7,8,9,10,11,12
PP1 counter,-2,0,x,-1,-6,-2
procasp3 activ,3,5,4,6,2,7
JMJD2C inh,-3,-1,-8,5,10,-7
Fh CTSL1 inh,0,3,x,x,-1,-1
PP5 primary,0.4,2.7,x,-1.2,-1.0,1.4
Efflux pump inh,0.0,0.1,0.0,-0.3,0.0,0.1
core dimer inh,-1,4,x,x,-3,0
TPT1 inh,-4,-4,x,x,0,2
procasp7 counter,5,-2,1,5,-2,9

13) COC(=O)[C@]1(C)CCC[C@@]2(C)C3CC[C@@]4(C)C[C@]3(CC[C@H]12)C[C@H]4O (some centres not stated)
14) COc1ccccc1C1(O)CCN(CC(=O)Nc2nc(-c3ccccc3)cs2)CC1
15) C[C@H](NC(=O)c1ccccc1)C(=O)N1CCN(c2ccccc2)CC1
16) CC(C)C(=O)NN(C(=O)C(C)C)c1nc2ccccc2s1
17) Cc1ccc(C(=O)CSc2cc(C)[nH]c(=O)n2)cc1
18) C=C(C)c1cccc(C(C)(C)NC(=O)N2CCN(CC)CC2)c1

Screen / compound no.,13,14,15,16,17,18
PP1 counter,3,0,-2,-2,4,-12
procasp3 activ,-4,1,-3,-6,-25,0
JMJD2C inh,-15,1,-6,-5,0,8
Fh CTSL1 inh,0,-4,1,7,-4,-2
PP5 primary,2.1,3.1,-2.4,0.0,2.3,-0.9
Efflux pump inh,0.1,0.1,-0.1,0.0,0.1,0.1
core dimer inh,7,3,-2,-7,64*,1
TPT1 inh,-2,0,-6,-2,28*,-2
procasp7 counter,-9,1,9,-10,-32,8

19) COc1ccc(CC(=O)NC(C)c2nnc(SCC(=O)c3ccc(Br)cc3)n2C)cc1 (configuration not stated)
20) COc1ccc(C2NC(C(=O)O)Cc3c2[nH]c2ccccc32)cc1CN1CCN(c2ccc(F)cc2)CC1 (configuration not stated)
21) COc1ccc(/C=C/C(=O)NCC(=O)N/N=C/c2cc(Br)ccc2OCc2ccccc2)cc1
22) CC(C)NC(=O)Nc1cccc2c1O[C@H](CN(C)C(=O)Nc1ccc(C(F)(F)F)cc1)[C@@H](C)CN([C@H](C)CO)C2=O
23) NC(=O)c1nsc(C(=O)N(CC(=O)NC2CCCC2)c2cnc3ccccc3c2)c1N
24) COc1ccc(C(CNC(=O)Cc2ccccc2)N2CCCCC2)cc1 (configuration not stated)

Screen / compound no.,19,20,21,22,23,24
PP1 counter,-2,12,-2,x,1,0
procasp3 activ,2,8,0,3,0,8
JMJD2C inh,-4,-2,-6,28,-1,7
Fh CTSL1 inh,-3,-3,7,x,-4,5
PP5 primary,2.1,-0.4,0.4,x,-0.6,0.2
Efflux pump inh,0.3,-0.1,0.0,0.0,-0.1,-0.2
core dimer inh,-5,10,49*,x,2,-1
TPT1 inh,-2,7,0,x,-1,-1
procasp7 counter,-11,-1,1,11,1,-5

25) Cc1cc(C)n(Cc2nc3ccccc3n2C)n1
26) Clc1ccc(OCc2nn3c(C4CCCCC4)nnc3s2)c(Cl)c1
27) Cc1ccc(NC(=O)COc2ccc(Br)cn2)cc1
28) O=C(COc1ccc(/C=N/NC(=O)c2ccccc2O)cc1)Nc1ccc([N+](=O)[O-])cc1
29) CC(=O)Nc1ccc(-c2csc(NC(=O)C3CCN(S(=O)(=O)c4cccs4)CC3)n2)cc1
30) Cc1ccccc1C(=O)NC[C@@H]1CCCN2CCCC[C@H]12

Screen / compound no.,25,26,27,28,29,30
PP1 counter,-1,12,-2,0,2,2
procasp3 activ,-3,3,4,13,6,3
JMJD2C inh,20,-3,2,-1,-1,-2
Fh CTSL1 inh,-7,2,0,10,-2,-1
PP5 primary,-0.1,5.3,3.6,1.4,-0.2,1.9
Efflux pump inh,0.1,0.1,0.3,0.2,0.0,0.0
core dimer inh,5,13,3,50*,8,-9
TPT1 inh,4,0,-1,1,4,-1
procasp7 counter,-2,-10,-10,-9,9,1

31) COc1ccc(-c2nc(CSCC(=O)NC3CC3)c(C)o2)cc1OC
32) CCN(CC)c1ccc(/C=N/N2CCN(Cc3ccccc3)CC2)cc1
33) O=C1CCCCN1CCc1c[nH]c2ccccc12
34) CNC(=O)c1cccc(N2CCCC2=O)c1
35) COc1cccc(OC)c1C(=O)NC(=S)NNC(=O)[C@H]1C[C@@H]1c1ccccc1
36) COc1cccc(NC(=O)CSc2nnc(-c3ccco3)c(-c3ccco3)n2)c1

Screen / compound no.,31,32,33,34,35,36
PP1 counter,-4,-3,0,2,9,10
procasp3 activ,9,-3,-4,-7,0,-7
JMJD2C inh,8,6,37,5,5,4
Fh CTSL1 inh,-2,-2,0,4,0,7
PP5 primary,-0.3,1.5,-1.5,0.9,-0.5,2.8
Efflux pump inh,-0.1,-0.1,0.0,0.2,0.0,-0.1
core dimer inh,2,-3,-4,4,0,31
TPT1 inh,2,0,-2,12,-9,-1
procasp7 counter,2,-11,-12,6,10,-15

37) COc1ccc(CN2CC[C@H]3C=CC[C@@H](C(=O)N4CCOCC4)[C@H]3C2=O)cc1OC
38) O=C(Nc1ccccc1N1CCOCC1)c1cccc(S(=O)(=O)N2CCOCC2)c1
39) COc1cccc(-c2nn(-c3ccc(C)cc3)cc2C(=O)N2CCN(C3CCS(=O)(=O)C3)CC2)c1 (configuration not stated)
40) COC(=O)c1cc(S(=O)(=O)N(C)Cc2ccco2)c[nH]1
41) CN(C)CCCn1c(N)c(S(=O)(=O)c2ccccc2)c2nc3ccccc3nc21
42) COC(=O)c1c(NC(=O)C2CCCCC2)sc2c1CC(C)(C)NC2(C)C

Screen / compound no.,37,38,39,40,41,42
PP1 counter,-2,-4,3,2,-2,-4
procasp3 activ,0,2,2,9,-7,-4
JMJD2C inh,0,3,14,-1,-4,-8
Fh CTSL1 inh,-5,x,x,2,1,4
PP5 primary,1.8,3.7,4.9,1.9,-2.7,-0.1
Efflux pump inh,0.0,0.7,-0.3,0.0,0.0,-0.5
core dimer inh,7,x,x,-13,2,14
TPT1 inh,-5,x,x,-1,-4,-1
procasp7 counter,1,-7,8,5,4,-7

Some of the entries so far, with values under each structure.
Values run as follows: PP1 counter	procasp3 activ	JMJD2C inh	Fh CTSL1 inh	PP5 primary	Efflux pump inh	core dimer inh	TPT1 inh	procasp7 counter
[2] COC(=O)c1cccc(NC(=O)COC(=O)CSc2nc(C)cc(C)n2)c1
  -4	4	4	-9	-3.1	-0.1	-1	2	0
[6] Cn1c(SCc2nc(-c3ccc(Cl)cc3)no2)nnc1-c1ccccc1
  -3	7	2	-3	3.4	0.1	3	3	4
[11] COc1ccc(OCC(=O)Nc2nccs2)cc1
  -6	2	10	-1	-1.0	0.0	-3	0	-2

Following part.
43) NC(=O)CC(NC(=O)Cc1ccc(Br)cc1)c1ccc(NCCc2ccc(F)cc2)c([N+](=O)[O-])c1 (configuration not stated)
44) Cc1ccc(S(=O)(=O)N(C)c2ccc3sc(C)nc3c2)cc1
45) CCOC(=O)c1cnc2ccc(OC)cc2c1NCCN1CCOCC1
46) O=C(CCC1=NS(=O)(=O)c2ccccc2N1)NC1CCCCCCC1
47) Cc1ccc(-c2nc(CS(=O)CC(=O)NCc3ccc4c(c3)OCO4)c(C)o2)cc1 (configuration not stated)
48) O=C(N/N=C/c1ccc(F)cc1)c1sccc1OCc1ccc(F)cc1
49) O=C(CNC(=O)c1ccc(Cl)cc1Cl)OCN1C(=O)c2ccccc2C1=O
50) CSC1=C(C#N)C(c2ccc(C)s2)CC(=O)N1 (configuration not stated)
51) Cc1cccc(OCC(=O)Nc2cc(NC(=O)COc3cccc(C)c3C)cc(C(=O)O)c2)c1C

Screen / compound no.,43,44,45,46,47,48,49,50,51
PP1 counter,18*,-1,3,3,4,2,-1,-3,0
procasp3 activ,-2,7,1,0,-3,1,4,0,6
JMJD2C inh,3,4,-12,-4,-10,-7,3,-5,12
Fh CTSL1 inh,0,5,5,1,3,1,-15,4,8
PP5 primary,1.0,0.2,2.8,0.2,-1.9,4.6,-1.2,0.6,1.6
Efflux pump inh,-0.1,0.0,-0.1,-0.1,-0.1,0.0,0.4,-0.1,0.5
core dimer inh,13,0,-13,-3,14,8,-2,-27,5
TPT1 inh,11,5,-7,-1,3,-1,1,2,-3
procasp7 counter,-4,14,-8,10,-5,-22,0,-3,-4
